High-throughput results deposited in PubChem BioAssay by several laboratories.
ASAP1 inh: blocks human ASAP1-stimulated Arf1 GTP hydrolysis. Q9ULH1. GDP FP detection. inhibition, % at 16.5 µM. 0.19% of 360,000 active. AID 624377; in the data active = inhibition above about 25%;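 also: 0% = vehicle with enzyme and substrate and 100% = no enzyme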
rCAG RNA binder: molecules binding r(CAG) RNA repeats; 1.3% of 370,000 active; inhibition, % at 3 µM; r(CAG) RNA repeat, TO-PRO-1 dye displacement fluorescence;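 active = inhibition above the plate cutoff, the mean of all test compounds on that plate plus 3 SD, cut at about 35% in these data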;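 also: 0% = DMSO alone and 100% = 100 µM mitoxantrone as full dye displacement; higher means more dye released from RNA so lower well fluorescence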
NPR2 activator: GC-B (human) receptor activation | activation, % at 10 µM | P20594 | 0.11% of 370,000 active | HEK293-GC-B cells, CNP EC30, cGMP TR-FRET; 0% at EC30 CNP, 100% saturating CNP | AID 1920062;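 active = activation at 10 µM reaching about 35% in either raw or pattern-adjusted values, limit read from the data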
GC-A act: GC-A (human) enzyme activation; AID 1671463; activation, % at 10 µM; P16066; HEK293 GC-A cells, cGMP TR-FRET, EC30 ANP; 0% at EC30 ANP, 100% saturating ANP; 0.14% of 370,000 active; in the data active = activation above about 40%
ARFGAP1 inh: inhibits rat ARF GTPase activating protein 1 | inhibition, % at 16.5 µM | Arfgap1-stimulated ARF1 GTP hydrolysis, GDP FP detection | Q62848 | 0.26% of 360,000 active;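 active = inhibition above a per-plate limit, mean inhibition of low control wells plus 3 SD, cut at about 25% in these data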;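 also: 0% = DMSO wells with enzyme and 100% = wells lacking Arfgap1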
Target sequence (Q62848 1-136 limits assumed): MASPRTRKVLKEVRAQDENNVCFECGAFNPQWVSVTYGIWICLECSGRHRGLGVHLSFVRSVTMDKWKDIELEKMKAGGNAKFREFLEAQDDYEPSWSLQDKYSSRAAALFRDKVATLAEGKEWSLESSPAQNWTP
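Material: truncated rat Arfgap1 GAP domain; Incubation: compound-enzyme preincubation 20 min, reaction 120 min, detection 60 min, 25 °C; Read-out: percent inhibition of Arfgap1-stimulated GTP hydrolysis; Technique: FP, GDP Alexa 633 tracer displaced from anti-GDP antibody, 620/688 nm; Controls: No-Arfgap1 wells (100%) versus DMSO full-reaction wells (0%); Replication: single well per compound.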
HGIII-sPLA2 inh: Inhibits HGIII-sPLA2 liposome hydrolysis, primary screen; Q9NZ20; QFRET BODIPY PC-A2 liposome hydrolysis, fluorescence; inhibition, % at 12.2 µM; 0.56% of 370,000 active;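 active = inhibition above mean plus 3 SD of compounds lying within the high and low control bounds, cut at about 19% in these data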;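 also: 0% = median of test compound wells and 100% = no enzyme DMSO wells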
Target sequence (Q9NZ20 whole entry, looked up): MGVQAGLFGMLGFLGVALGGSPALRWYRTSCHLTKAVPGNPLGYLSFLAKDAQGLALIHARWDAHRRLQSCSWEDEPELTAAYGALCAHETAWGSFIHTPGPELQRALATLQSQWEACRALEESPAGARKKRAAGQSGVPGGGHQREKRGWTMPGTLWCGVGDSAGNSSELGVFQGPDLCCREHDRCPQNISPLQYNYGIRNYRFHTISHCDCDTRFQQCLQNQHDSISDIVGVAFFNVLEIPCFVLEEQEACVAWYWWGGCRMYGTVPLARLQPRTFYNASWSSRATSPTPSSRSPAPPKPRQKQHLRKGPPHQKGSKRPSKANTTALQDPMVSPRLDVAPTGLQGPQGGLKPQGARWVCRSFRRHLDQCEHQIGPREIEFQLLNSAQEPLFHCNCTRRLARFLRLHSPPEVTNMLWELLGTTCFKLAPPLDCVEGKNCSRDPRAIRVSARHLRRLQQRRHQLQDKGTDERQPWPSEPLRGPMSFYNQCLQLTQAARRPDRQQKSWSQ
proKLK7 act: proKLK7 (human) activation, primary screen | activation, % at 7 µM | P49862 | purified proKLK7, EDANS-DABCYL substrate fluorescence; 100% is mature enzyme control, 0% vehicle | 0.9% of 370,000 active;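 active = activation above the mean of all tested compounds plus 3 SD, computed per campaign excluding outliers beyond control limits, cut at about 13% in these data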
Target sequence (P49862 whole entry, looked up): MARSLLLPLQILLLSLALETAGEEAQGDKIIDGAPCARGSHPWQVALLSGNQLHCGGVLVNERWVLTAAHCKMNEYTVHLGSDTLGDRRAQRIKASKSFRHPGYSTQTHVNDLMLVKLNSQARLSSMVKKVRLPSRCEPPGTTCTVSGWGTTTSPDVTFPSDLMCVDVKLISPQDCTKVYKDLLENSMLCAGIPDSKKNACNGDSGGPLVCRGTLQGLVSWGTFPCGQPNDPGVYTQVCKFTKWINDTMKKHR
ADAM10 inh: inhibitors of human ADAM10. recombinant ADAM10, EDANS/DABCYL FRET peptide cleavage, 3 h. inhibition, % at 7 µM. 0.62% of 370,000 active;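 active = inhibition above a per-campaign cutoff equal to the mean of compounds falling between control-based bounds plus 3 SD, cut at about 20% in these data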;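 also: 0% = DMSO wells while the 100% control is not disclosed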
Tn6 DDE FP: inhibitors of Tn6 peptide binding to human fibrin DD(E); Fibrin DD(E) TRITC-Tn6 fluorescence polarization displacement; 0.21% of 370,000 active; AID 720509; inhibition, % at 8.3 µM;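 active = inhibition above a per-campaign cutoff: mean of compounds within control limits plus 3 SD, cut at about 15% in these data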;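 also: 0% = median of all compound wells on the plate and 100% = blocking peptide control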
GAA850 FXN act: increases GAA850 frataxin promoter reporter activity; HEK293 lucGAA850 FXN promoter luciferase reporter, 24 h; percent of 10 µM SAHA response; activation, % at 6 µM; 0.56% of 360,000 active; AID 540364;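 active = activation above the average of all compounds screened plus 3 SD, cutoff fixed separately per campaign, cut at about 7.5% in these data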;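 also: 0% = DMSO wells and 100% = 10 µM SAHA wells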
* hit, by the source's call; i = inactive; / = no result given.

SMILES	ASAP1 inh	rCAG RNA binder	NPR2 activator	GC-A act	ARFGAP1 inh	HGIII-sPLA2 inh	proKLK7 act	ADAM10 inh	Tn6 DDE FP	GAA850 FXN act
COc1cc(C(=O)N/N=C/C2CC=CCC2)cc(OC)c1OC (stereo not given)	-1	-3	-2	-2	1	-1	0.7	-4	1	3.5
CC[C@H](C)[C@@H](C(=O)NCCCCCCCCCCC(=O)N1CCNCC1)n1cc(CCCCN=C(N)N)nn1	-1	-2	6	-1	-4	4	-0.2	-7	5	-0.7
COC(=O)c1sccc1NC(=O)c1ccccc1C(=O)O	10	-1	4	1	-3	1	0.7	-6	3	0.5
COc1ccc(-c2cc([C@H]3[C@H]4C=CC[C@@H](C)[C@@H]4C(=O)N3Cc3ccccc3)ccc2F)cc1OC	-19	5	-6	-4	-6	-5	0.0	5	-11	4.4
COCCNc1nc(NCc2cccs2)nc2ccsc12	-7	0	-7	-9	-1	5	-0.7	-7	1	7.4
CCc1cc(-c2nc(N)ncc2-c2ccc(Br)cc2)c(O)cc1OC	1	0	-13	-18	-4	-3	0.2	6	-3	-2.2
COc1ccc(C(=O)NCC(c2ccco2)N2CCCC2)cc1S(=O)(=O)N1CCCCC1C (stereo not given)	0	8	6	-1	-4	-13	-0.5	-7	4	1.3
COc1ccc(NC(=O)c2ccccc2N(Cc2ccccc2)S(C)(=O)=O)cc1	-7	-3	4	-3	-1	-4	0.0	0	8	0.1
CCOC(=O)Cc1cc(=O)c2cc(C)ccc2[nH]1	1	1	-1	-2	39*	-32	0.4	3	-2	0.6
CN1CCN(C(=O)c2cccc(-c3cc(O)c4ncccc4c3)c2)CC1	9	-6	0	2	-13	-9	1.5	9	3	-0.5
O=C(CNC(=O)c1ccccc1F)NC1=NCCS1	7	-4	-1	-1	8	1	-0.2	-9	-16	-1.2
COc1cc(C(=O)N2CCN(C3CCCCC3)CC2)cc(OC)c1OC	9	-6	2	-2	8	0	-0.7	-1	-9	1.1
CN1CC(=O)N(CC(=O)Nc2ccc(SC(F)F)cc2)C1=O	0	1	1	1	5	0	0.1	3	6	0.5
O=C(CSc1nc2ccccc2[nH]1)Nc1nc(-c2ccc(Br)cc2)cs1	3	7	-4	13	-3	-27	0.3	11	41*	0.1
CCCN(CCC)CCCNC(=O)c1cc2c(=O)[nH]c3ccccc3c2n1C	9	11	-3	5	8	2	0.6	-31	-5	0.1

2 compounds drawn at random from those above:
SMILES	ASAP1 inh	rCAG RNA binder	NPR2 activator	GC-A act	ARFGAP1 inh	HGIII-sPLA2 inh	proKLK7 act	ADAM10 inh	Tn6 DDE FP	GAA850 FXN act
CC[C@H](C)[C@@H](C(=O)NCCCCCCCCCCC(=O)N1CCNCC1)n1cc(CCCCN=C(N)N)nn1	-1	-2	6	-1	-4	4	-0.2	-7	5	-0.7
COc1cc(C(=O)N2CCN(C3CCCCC3)CC2)cc(OC)c1OC	9	-6	2	-2	8	0	-0.7	-1	-9	1.1

More records:
SMILES	ASAP1 inh	rCAG RNA binder	NPR2 activator	GC-A act	ARFGAP1 inh	HGIII-sPLA2 inh	proKLK7 act	ADAM10 inh	Tn6 DDE FP	GAA850 FXN act
Cc1nc2ccc(OC(=O)c3ccccc3)cc2s1	-13	-3	-2	6	8	0	0.3	-7	8	0.1
CCOc1ccc(N2C(=O)C3C(c4ccccc4)=NN(c4ccccc4)C3C2=O)cc1 (stereo not given)	13	1	0	5	-5	-1	0.3	-37	5	-0.1
CCN1CCN(C(=O)/C=C/c2ccc(OC)c(OC)c2)CC1	-8	-5	3	3	-4	4	1.7	-43	3	2.4
COc1ccc(C(=O)NC(=S)N2CCN(C)CC2)cc1Br	5	-2	-7	4	2	4	0.1	-11	2	1.0
Cc1c(NS(=O)(=O)c2cc([N+](=O)[O-])ccc2Cl)c(=O)n(-c2ccccc2)n1C	-2	6	-6	1	9	-4	0.6	0	0	0.9
CN1c2ccsc2/C(=N/Nc2ccccc2)CS1(=O)=O	-2	6	1	1	29*	13	0.3	-18	5	5.2
O=C(CCC1CCCN(Cc2ccc3c(c2)CCO3)C1)NCc1ccc(F)c(F)c1 (stereo not given)	6	-10	2	-6	-9	-4	0.4	-4	3	0.2
CC(C)CNC(=O)C(=O)NNC(=O)c1ccco1	-8	-1	5	-1	-2	1	-0.7	5	7	1.8
COC(=O)CN1C(=O)Nc2ccc(Br)cc2C1c1ccccc1 (stereo not given)	-5	-6	-18	-36	7	-6	0.7	4	5	0.8
N#CCc1nc2n(n1)Cc1ccccc1-2	0	0	5	3	6	3	-0.1	3	3	-2.2
CC(=O)Oc1ccc(S(=O)(=O)c2ccc(OC(C)=O)cc2)cc1	4	0	0	3	-5	-4	0.1	1	6	-1.0
N#Cc1cnn2cc(-c3ncc(C(F)(F)F)cc3Cl)cnc12	-12	5	-3	0	-7	5	0.7	-59	6	3.1
CCC1(C)CC(c2csc(N)n2)CCO1 (stereo not given)	-4	0	7	-1	6	0	-0.5	4	-4	2.1
c1coc(-c2cc3nc(NC4CCCCC4)ccn3n2)c1	3	13	-7	4	21	-2	4.3	-132	1	2.6
O=C(c1cc(=O)[nH]c2ccccc12)N1CCN(S(=O)(=O)c2ccc3ccccc3c2)CC1	-5	0	3	-10	-7	-5	-0.6	-62	-5	-0.4
O=C(COC(=O)c1ccc(O)cc1)Nc1cc(S(=O)(=O)N2CCOCC2)ccc1N1CCOCC1	-18	9	-5	-5	-3	-12	0.3	2	0	/
CCOC(=O)C1(CC)Oc2ccccc2C(c2ccc(OC)cc2)=C1C(=O)OC (stereo not given)	0	3	-16	-7	-4	-3	0.6	6	-8	-2.0
O=[N+]([O-])c1ccc(Nc2ccccc2O)c2nonc12	-2	-4	-5	-4	-13	-6	2.2	20*	2	2.4
O=[N+]([O-])c1ccccc1S(=O)(=O)NC1CCCC1	9	3	4	-1	-13	2	-0.6	9	0	0.9
COc1ccc(/C(O)=C2\C(=O)C(=O)N(CCN(C)C)C2c2cccc(OC)c2OC)cc1 (stereo not given)	5	2	3	1	16	-1	-0.4	-3	-7	0.2
Cn1cc(/C=C(\NC(=O)c2ccccc2Cl)C(=O)NCCN2CCOCC2)c2ccccc21	-12	0	1	4	-6	2	-0.1	-4	-5	1.8
CCOc1ccccc1CN1CCN(Cc2[nH]c3ccccc3c2C)CC1CCO (stereo not given)	3	-4	-5	13	10	-24	-1.1	-3	0	-3.6
CCNC(=S)N/N=C/c1cccs1	16	3	9	9	7	12	-0.1	-8	10	-0.7
CCn1ccnc1CNC(=O)CC1C(=O)NCCN1CCCc1ccccc1 (stereo not given)	11	-1	1	3	3	-3	-0.3	-5	3	0.6
Cc1cc2ncn(C(=O)N3CCCCCC3)c2cc1C	-2	1	2	-1	1	-1	0.4	8	-5	3.5
CCN(CC)C(=O)Cn1cc(S(=O)(=O)CC(=O)Nc2ccc3c(c2)OCCO3)c2ccccc21	-11	-1	1	1	4	-4	0.0	4	7	3.2
Cc1ccc(S(=O)(=O)NC(=O)Nn2c(C)nnc2C)cc1	5	1	-1	-1	11	7	0.9	10	2	-0.8
O=C(CNC(=O)c1cccc(Cl)c1)NCC(c1cccs1)N1CCOCC1 (stereo not given)	-8	-1	3	-2	-4	-5	0.0	-13	4	0.8
CCOc1ccc(-c2ncncc2-c2ccc(OC)cc2)c(O)c1	-2	6	4	-2	4	5	0.0	2	-3	2.1
CCCC(c1nnnn1Cc1ccc(F)cc1)N1CCN(C2CCCCC2)CC1 (stereo not given)	-4	-12	1	-2	8	-3	-0.6	-6	-1	-3.6
O=C(O)COc1ccccc1/C=N/NC(=O)CSc1nc2ccccc2c(=O)n1-c1ccccc1	13	2	-5	0	1	9	0.7	-7	5	3.0
O=c1cc(-c2ccccc2)[nH]c2cc(F)ccc12	-13	3	-1	0	-7	-4	0.1	5	2	1.1
CCc1noc(C)c1C(=O)N(CCCOC)c1c(N)n(Cc2ccccc2)c(=O)[nH]c1=O	-17	-1	4	2	7	4	0.4	-1	4	-2.4
O=C(c1cc(Br)c(Br)s1)N1CCOCC1	2	-1	-1	4	-5	-1	0.4	-3	1	1.2
CCCc1c(C(=O)N/N=C/c2cccc(OCc3ccc(F)cc3)c2)nnn1-c1nonc1N	-8	1	6	1	-2	10	-0.9	1	-5	0.8
COc1ccccc1CCC(=O)Nc1ccc2c(c1)c(=O)n(C)n2Cc1ccc(F)cc1	-8	2	7	-2	0	-10	2.7	i	2	-3.9
CCOc1ccc2c(=O)c(Oc3ccccc3OCC)coc2c1	-1	0	-7	-2	8	12	-0.4	-9	2	3.6
CCN(CC)S(=O)(=O)c1ccc2c(c1)[nH]c(=S)n2CC	10	5	2	-1	2	10	-0.3	3	-1	2.2
COc1ccc(NC(=O)C2CCN(C(=O)C3CC(=O)N(c4ccc(C)cc4)C3)CC2)c(OC)c1 (stereo not given)	-1	-1	-1	4	-6	-2	-1.4	4	-3	-2.0
C=CCN(CC(=O)NC1CC1)S(=O)(=O)c1cccc(C(F)(F)F)c1	7	-2	4	2	8	-5	-0.9	-4	-1	-0.4
C=CCN1C(=O)/C(=c2\sc3nc(=O)c(Cc4ccccc4)nn3c2=O)c2ccccc21	-2	11	0	3	14	-9	0.2	3	3	-0.1
COc1ccc(Cl)cc1NC(=O)CN(C)C(=O)C1CCN(C(=O)Nc2ccccc2)CC1	11	1	0	0	12	-1	0.2	4	6	-0.3
